Screening data: PubChem BioAssay, Sanford-Burnham Center for Chemical Genomics
Apaf-1 inh: inhibitors of human Apaf-1 apoptosome, primary screen, biochemical, DEVD-Rh110 fluorescence, uHTS; hit rate 0.71% among 330,000; AID 489030, 2010; reconstituted apoptosome caspase-3 activity; Apoptotic protease-activating factor 1 (Homo sapiens), O14727; inhibition, % at 20 µM; active = inhibition of at least 40% at 20 µM;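 also: plate controls were DMSO wells for no effect and DEVD-CHO caspase inhibitor wells for full effect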
Target sequence (O14727 whole entry, looked up): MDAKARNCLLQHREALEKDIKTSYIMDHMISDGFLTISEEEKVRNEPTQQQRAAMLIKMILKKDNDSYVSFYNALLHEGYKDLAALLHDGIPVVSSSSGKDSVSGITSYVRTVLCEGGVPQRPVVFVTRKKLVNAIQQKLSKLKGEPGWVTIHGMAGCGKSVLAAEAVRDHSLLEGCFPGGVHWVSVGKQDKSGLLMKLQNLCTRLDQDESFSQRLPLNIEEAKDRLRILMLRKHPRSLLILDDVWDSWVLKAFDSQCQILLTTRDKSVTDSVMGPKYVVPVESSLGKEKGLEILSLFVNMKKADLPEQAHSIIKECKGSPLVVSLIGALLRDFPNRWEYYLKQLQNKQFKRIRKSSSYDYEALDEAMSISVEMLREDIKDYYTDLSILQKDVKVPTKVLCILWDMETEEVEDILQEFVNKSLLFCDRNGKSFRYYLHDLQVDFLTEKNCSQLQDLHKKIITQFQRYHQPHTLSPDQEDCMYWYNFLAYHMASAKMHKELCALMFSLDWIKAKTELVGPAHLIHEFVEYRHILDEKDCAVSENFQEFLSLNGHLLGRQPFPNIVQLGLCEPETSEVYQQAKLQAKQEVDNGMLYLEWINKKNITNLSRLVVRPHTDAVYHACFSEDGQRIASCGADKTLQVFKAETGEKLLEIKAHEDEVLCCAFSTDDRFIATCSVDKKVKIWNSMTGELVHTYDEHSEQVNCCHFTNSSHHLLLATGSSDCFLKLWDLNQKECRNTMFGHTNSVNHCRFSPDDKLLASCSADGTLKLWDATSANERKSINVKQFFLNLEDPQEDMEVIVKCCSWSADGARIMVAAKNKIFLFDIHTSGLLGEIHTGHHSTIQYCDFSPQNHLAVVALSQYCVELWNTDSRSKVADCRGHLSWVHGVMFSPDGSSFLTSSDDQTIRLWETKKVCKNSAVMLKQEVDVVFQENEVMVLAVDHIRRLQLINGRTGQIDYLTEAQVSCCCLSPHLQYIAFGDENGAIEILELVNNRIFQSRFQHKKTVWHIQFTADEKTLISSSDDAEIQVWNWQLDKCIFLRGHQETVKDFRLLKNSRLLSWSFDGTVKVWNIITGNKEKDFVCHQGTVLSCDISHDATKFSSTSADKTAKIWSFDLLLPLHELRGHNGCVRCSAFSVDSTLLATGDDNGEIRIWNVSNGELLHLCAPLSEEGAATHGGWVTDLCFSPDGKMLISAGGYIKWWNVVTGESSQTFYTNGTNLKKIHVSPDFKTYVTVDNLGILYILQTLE
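System: Apoptosome proteins | Medium: Hepes pH 7.5 with detergent and BSA | Also added: Cytochrome c trigger plus (Z-DEVD)2-Rh110 caspase-3 substrate | Incubation: 30 min compound preincubation, 50 min activation, room temperature | Detection: Rhodamine 110 fluorescence at Ex 480/Em 540 nm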
TIM10 inh: growth inhibitors of isogenic TIM10 control yeast, primary screen, counter-screen for tim10-1 yeast inhibitor project, luminescence, uHTS; S. cerevisiae TIM10 strain growth, BacTiter-Glo luminescence, 24 h; inhibition, % at 10 µM; hit rate 1.4% among 330,000;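 active = inhibition of 40% or more at the single tested concentration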;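 also: wild-type TIM10 isogenic control strain grown at permissive 25 °C; 0% = DMSO yeast wells and 100% = minimal medium wells without yeast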
NLRP3 yeast inh: NALP3 inflammasome inhibitors in reconstituted yeast, primary screen, luminescence, uHTS | Yeast reconstituted NLRP3/ASC/caspase-1, beta-gal luminescence, 24 h | inhibition, % at 10 µM | hit rate 0.39% among 330,000 | AID 2825, 2010;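 active = inhibition of 50% or more; inactive = inhibition below 50%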;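 also: plate controls were induced DMSO wells for no effect and uninduced yeast grown without galactose for full effect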
mIAP block: inhibitors of mouse IAP, primary screen, biochemical, luminescence, uHTS | purified mouse IAP, CDP-Star luminescence, 30 min | hit rate 0.2% among 330,000 | inhibition, % at 10 µM | intestinal alkaline phosphatase [Mus musculus];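 active = inhibition of at least 40% at 10 µM in the primary screen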;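 also: plate controls were DMSO with enzyme for no effect and no enzyme wells for full effect; values of inactives mirror those of a sister screen read the other way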
hIAP activ: human IAP activators, primary screen, biochemical, luminescence, uHTS; activation factor at 10 µM; Intestinal-type alkaline phosphatase (Homo sapiens), P09923; hit rate 0.16% among 330,000; purified human IAP, CDP-Star luminescence, 30 min; active compounds read high; 1 = vehicle-only enzyme, 0 = enzyme-free background;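 active = activation factor of the enzyme at least 2-fold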; also: the source names both 10 and 20 µM as test concentration; values of inactives mirror those of a sister screen read the other way
tim10-1 inh: growth inhibitors of tim10-1 mutant yeast, primary screen, luminescence, uHTS. S. cerevisiae tim10-1 ts strain growth, BacTiter-Glo, 24 h. inhibition, % at 20 µM. AID 463190, 2010. hit rate 2.2% among 330,000;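 active = inhibition of at least 40%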;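 also: mutant grown at 25 °C; 0% = DMSO wells with yeast and 100% = wells holding no yeast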
ATG4B inh: ATG4B protease inhibitors, primary screen, biochemical, fluorescence, uHTS; Cysteine protease ATG4B (Homo sapiens), Q9Y4P1; ATG4B cleavage of LC3-PLA2, NBD-HPC fluorescence, 1 h; inhibition, % at 8.33 µM; hit rate 0.51% among 340,000; in the data active = inhibition above about 40%
mIAP activ: activators of mouse IAP, primary screen, biochemical, luminescence, uHTS; intestinal alkaline phosphatase [Mus musculus]; hit rate 0.24% among 330,000; muIAP, CDP-Star luminescence, 30 min; active compounds read high; 1 = vehicle-only enzyme signal, 0 = enzyme-free wells; activation factor at 10 µM;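 active = activation factor of at least 2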; also: the source names both 10 and 20 µM as test concentration; values of inactives mirror those of a sister screen read the other way
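System: mouse IAP enzyme. Reagent: CDP-Star chemiluminescent phosphatase substrate. Benchmarks: DMSO wells, no-enzyme wells. Times: 30 min enzyme-substrate-compound incubation at room temperature. Detection: luminescence from enzymatic CDP-Star hydrolysis. Doses: test compounds delivered from DMSO solution.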
hIAP inh: human IAP inhibitors, primary screen, biochemical, luminescence, uHTS. Intestinal-type alkaline phosphatase (Homo sapiens), P09923. purified IAP, CDP-Star luminescence, 30 min. inhibition, % at 10 µM. hit rate 0.12% among 330,000. AID 2544, 2010;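 active = inhibition reaching a set limit with compound at 10 µM in the primary screen, cut at about 35% in these data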;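 also: plate controls were DMSO wells with enzyme for no effect and no-enzyme buffer wells for full effect; values of inactives mirror those of a sister screen read the other way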
Numbers without * were called inactive; . = not tested or not shown.

SMILES	Apaf-1 inh	TIM10 inh	NLRP3 yeast inh	mIAP block	hIAP activ	tim10-1 inh	ATG4B inh	mIAP activ	hIAP inh
O=C(CN(C(=O)C1CSC(=O)C1)c1cccc(F)c1)NCc1ccc2c(c1)OCO2 (centres undefined)	-1	11	14	8	1.1	5	3	0.92	-6
CCCC(c1nnnn1CCc1ccccc1)N1CCN(C2CCCC2)CC1 (centres undefined)	22	15	-4	-3	1.1	11	-15	1	-12
O=C(NN1C(=O)C2C3CCC(O3)C2C1=O)c1ccco1 (centres undefined)	-21	11	-4	-3	1.2	-4	4	1	-17
CCOC(=O)CC1CCCCN1Cc1cn[nH]c1-c1ccc(F)cc1F (centres undefined)	-3	-9	-10	-2	1.1	-5	3	1	-6
COc1cccc(/C=N/NC(=O)CC(C)O)c1OC/C=C/c1ccccc1 (centres undefined)	7	0	9	-2	0.91	26	-2	1	9
CC(C)NC(=O)c1ccc(-c2ccccc2C(F)(F)F)o1	-4	18	45	-2	1	26	-2	1	-1
Cc1ccc(S(=O)(=O)CCC(=O)NCc2ccccc2Cl)cc1	-12	7	-17	6	0.81	18	0	0.94	19
CN1CCN(c2nc(-c3ccccc3)nc(-c3ccccc3)c2C#N)CC1	16	17	27	5	0.89	19	-15	0.95	11
COc1ccccc1C(=O)N1CCCC(c2nc(-c3cc(OC)c(OC)c(OC)c3)no2)C1 (centres undefined)	-4	13	5	0	0.87	17	-2	0.99	13
Cc1cc2nc(SCC(=O)Nc3nonc3C)c3c(c2cc1C)CCCC3	-48	6	0	-1	0.86	-2	-8	1	14
CC(=O)c1cccc(-n2nnnc2SCC(=O)N2CCCC2)c1	-5	8	-25	3	0.98	12	-16	0.97	2
O=C(CN1CCC(C(=O)c2ccc3c(c2)OCCO3)CC1)NC1CCCC1	-10	-12	2	4	1	6	1	0.96	-3
COC1CCN(Cc2c(C(=O)N3CCN(C4CCCCC4)CC3)nc3ccccn23)CC1	15	-1	5	-5	1.1	-6	1	1	-14
O=c1[nH]c2ccc(NCc3ccc(OCc4ccccc4Cl)cc3)cc2[nH]1	-1	-22	33	0	0.98	13	-5	1	2
COc1cc(OC)cc(C(=O)N2CCC(C(=O)N3CCOCC3)CC2)c1	5	7	0	1	1	-21	1	0.99	-2
CC(C)(O)[C@H](O)COc1c2ccoc2cc2oc(=O)ccc12	9	-1	20	-12	1.2	6	-9	1.1	-15
Cc1cc(Cl)nc(-n2nc(C)cc2C)n1	-10	6	6	9	0.99	5	-6	0.91	1
CCCOC(=O)COC(=O)c1ccccc1NC(=O)c1ccccc1	13	12	28	-1	0.92	38	0	1	8
O=C(Cn1c(=O)cnc2ccccc21)NNC(=O)c1ccccc1Cl	-2	5	12	7	1.1	-3	-13	0.93	-7
CCN(CC)S(=O)(=O)c1cccc(C(=O)Nc2ccc3c(c2)OCO3)c1	-13	25	3	7	0.84	26	-8	0.93	16
COC(=O)C1OC(OC2CC[C@]3(C)C(CC[C@@]4(C)[C@@H]3CC=C3[C@@H]5CC(C)(C)CC[C@]5(C(=O)OC5OC(CO)C(O)C(O)C5O)CC[C@]34C)C2(C)C)C(O)C(O)C1O[C@H]1OCC(O)C(O)C1O (some centres undefined)	24	22	11	7	1.1	36	.	0.93	-13
CCCNC(=O)C1CCCN(S(=O)(=O)c2ccc3c(c2)CC(C)N3C(=O)C2CC2)C1 (centres undefined)	11	2	30	3	0.94	4	2	0.97	6
O=C1CNC(=O)N1Cc1ccc(Br)cc1	-4	-9	11	10	0.99	-21	-4	0.9	1
O=C(NCc1ccco1)/C(=C/c1ccc(Br)cc1)NC(=O)c1ccco1	-2	-3	-3	6	1	14	-7	0.94	0
COc1ccc2nccnc2c1[N+](=O)[O-]	-7	3	7	-2	1	-10	-5	1	-3
COc1ccc(/C=N/NC(=O)CCc2n[nH]c(=O)[nH]c2=O)cc1OC	-1	7	9	0	1	6	12	1	-4
COc1cccc(CNC(=O)c2ccc3nc[nH]c3c2)c1	-1	-14	-15	15	1.1	1	-3	0.85	-15
Cc1cc2oc3cc(NCCC4CCCN4C)ccc3c(=O)c2cc1C (centres undefined)	44*	22	34	-15	1.2	14	4	1.2	-25
CCCNC(=O)CSc1ccc(S(=O)(=O)N2CCCC2)cn1	8	2	1	-8	1	3	-6	1.1	-2
COc1cc(OC)cc(OCC(O)Cn2cnc(-c3ccccc3)c2)c1 (centres undefined)	-2	-2	14	-4	0.93	-18	-8	1	7
CC(=O)C(Cc1ccccc1)NC(=O)COC(=O)c1ccc(-n2cnnn2)cc1 (centres undefined)	1	-4	4	-10	1.1	-3	-6	1.1	-7
CS(=O)(=O)N1CCC(Oc2ccccc2C(=O)N2CCNC(=O)C2)CC1	-10	6	26	-3	0.96	-4	11	1	4
CCOc1ccc(C2C(C#N)=C(N)Oc3cc(C)n(CCN(C)C)c(=O)c32)cc1OCC (centres undefined)	-4	-7	14	6	0.94	8	-7	0.94	6
COC(=O)c1ccccc1N1C(=O)C2C(C1=O)C1C=CC2C12CC2 (centres undefined)	8	4	14	-5	1.3	15	-5	1.1	-33
COc1ccc(NC(=O)CCn2nnc(-c3ccc(C)cc3)n2)cc1OC	8	9	14	0	0.95	20	0	0.99	5
O=C(/C=C\Nc1ccc(Br)cc1)c1cccnc1	6	12	35	6	0.85	-3	33	0.94	15
COc1ccccc1CCNC(=O)Cn1ccc2cc(S(=O)(=O)N3CCC(C)CC3)ccc21	14	8	-2	-32	1.4	2	-1	1.3	-38
CCOc1ccc(C(=O)NCCC(=O)N2CCC3(CC2)NCCc2[nH]cnc23)cc1OCC	-3	0	2	8	1	15	-9	0.92	-2
O=C1c2ccccc2C(=O)N1CCc1csc(-c2ccccc2)n1	17	-24	25	7	1.1	11	6	0.93	-12
CC(=O)Nc1ccc(/C=C(\C#N)S(=O)(=O)c2ccc(C)cc2)cc1	-3	-6	12	0	0.99	-4	2	1	1

One compound at a time, as listed above. Values in the order: Apaf-1 inh, TIM10 inh, NLRP3 yeast inh, mIAP block, hIAP activ, tim10-1 inh, ATG4B inh, mIAP activ, hIAP inh
COc1ccc2nccnc2c1[N+](=O)[O-] in the list: -7, 3, 7, -2, 1, -10, -5, 1, -3
CS(=O)(=O)N1CCC(Oc2ccccc2C(=O)N2CCNC(=O)C2)CC1 in the list: -10, 6, 26, -3, 0.96, -4, 11, 1, 4
COc1ccccc1C(=O)N1CCCC(c2nc(-c3cc(OC)c(OC)c(OC)c3)no2)C1 (centres undefined) in the list: -4, 13, 5, 0, 0.87, 17, -2, 0.99, 13
CCOC(=O)CC1CCCCN1Cc1cn[nH]c1-c1ccc(F)cc1F (centres undefined) in the list: -3, -9, -10, -2, 1.1, -5, 3, 1, -6

Carrying on:
SMILES	Apaf-1 inh	TIM10 inh	NLRP3 yeast inh	mIAP block	hIAP activ	tim10-1 inh	ATG4B inh	mIAP activ	hIAP inh
O=C(c1ccc([N+](=O)[O-])cc1)N1CCSC1c1ccccc1Cl (centres undefined)	1	11	0	5	1.1	21	5	0.95	-5
CNC(=S)N(CCc1c(C)[nH]c2ccccc12)Cc1ccco1	-2	8	18	-3	1.2	5	-6	1	-22
O=C(CSc1nnc(COc2cccc3cccnc23)o1)N1CCN(C(=O)c2ccco2)CC1	-7	-18	16	1	1.2	-9	-7	0.99	-23
CCN(CC)CCOc1ccccc1C(C)=O	-2	-1	6	4	1.1	3	-2	0.96	-11
CC1(C)Cc2c(cnn2-c2ccccc2)C(NC(=O)CCCN2CCCCC2=O)C1 (centres undefined)	1	13	9	-3	1.3	-9	-3	1	-25
COc1ccc(C(=O)N[C@H](C(=O)N2CCN(c3ccccc3F)CC2)C(C)C)cc1	-3	17	4	7	0.98	33	-25	0.93	2
CCN1CCN(c2nc3c(C)cccn3c(=O)c2/C=C(\C#N)C(=O)NC)CC1	-3	7	-7	-7	1	-12	3	1.1	-3
CC(C(N)=O)N1C(=O)c2cccc3cccc1c23 (centres undefined)	-10	6	0	-4	0.95	1	-8	1	5
COc1cc(OC)cc(C(=O)NC(C(=O)Nc2ccc3c(c2)CCC3)C(C)C)c1 (centres undefined)	6	35	14	-19	0.94	2	-8	1.2	6
Nc1cc(Oc2ccc(Cl)cc2Cl)nc(N)n1	-6	0	3	4	0.98	15	1	0.95	2
CC1CCN(C(=O)Cn2c3ccc(F)cc3c3nc4n(c(=O)c32)CCCS4)CC1	-6	2	-1	-9	1.1	10	-2	1.1	-5
Cc1ccc(C(=O)N2CC(=O)Nc3ccc(F)cc3C2c2ccccc2)cc1[N+](=O)[O-] (centres undefined)	12	6	14	7	1.1	17	-13	0.93	-5
O=C(NCCCc1nc2ccccc2[nH]1)c1cccs1	-3	-5	4	-4	0.92	-2	-13	1	8
O=C(NCCCN1CCN(c2ccccc2F)CC1)C1CCN(S(=O)(=O)c2cccs2)CC1	-2	3	13	3	1	0	-8	0.97	-2
Cc1ccc(S(=O)(=O)N2CCN(C(=O)n3ccnc3)CC2)cc1	12	0	12	-6	1.2	3	4	1.1	-18
CCOC(=O)c1cnn2c(N)c(C#N)nnc12	-14	-3	9	7	0.88	-9	-3	0.93	12
CCOc1ccc(NC(=O)C2=NN(c3ccccc3)C(=O)CC2)cc1S(=O)(=O)N1CCCCC1	18	11	6	12	0.89	7	-26	0.88	11
COc1ccccc1C(=O)NCCC(=O)NN1C(=O)NC2(CCCCC2)C1=O	4	-2	9	7	0.86	-9	-1	0.93	14
Cc1csc2nc(O)c(C(=O)NCC3CCCO3)c(=O)n12 (centres undefined)	-2	2	41	1	0.97	12	3	0.99	3
O=c1c2c(O)cc(O)cc2oc2ccc(O)c(O[C@@H]3O[C@H](CO)[C@@H](O)[C@H](O)[C@H]3O[C@H]3O[C@H](CO)[C@@H](O)[C@H](O)[C@H]3O)c12	-5	-6	7	-1	1	-30	-34	1	-1
O=C(NCCCn1ccnc1)c1cc2cc([N+](=O)[O-])ccc2oc1=O	-4	8	17	0	1.1	19	5	1	-8
Cc1ccc(SCC(=O)OCC(=O)N(CCC#N)c2ccccc2)cc1	-3	6	7	7	0.87	19	3	0.93	13
CCCCCn1c(SCC#N)nc2cc(C(=O)NCC3CCCO3)ccc2c1=O (centres undefined)	-2	-14	16	10	1	6	0	0.9	-3
CCc1ccc(C(=O)NNC(=O)CCc2nc3ccccc3c(=O)[nH]2)cc1	3	-3	-13	9	0.99	-6	-3	0.91	0
COc1cccc(OCc2cc(C(=O)N3CCN(c4ccccc4OC)CC3)no2)c1	16	12	15	5	0.83	26	17	0.95	17
O=C(NCc1ccc2c(c1)OCO2)c1nnc(Cc2ccc(F)cc2)o1	2	-8	28	8	1	-18	-2	0.92	-3
CC(=O)c1oc2ccccc2c1NC(=O)CCCN1C(=O)c2ccccc2C1=O	12	-11	-2	-7	1.1	13	-5	1.1	-6
